# TAG inh: inhibitors of triacylglycerol accumulation. H9c2 cells, Nile Red lipid (TAG) fluorescence; cells loaded with 200 µM oleic acid. inhibition, % at 12.5 µM. hit rate 0.66% among 230,000. AID 651582;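 active = pattern-corrected inhibition of lipid staining of at least 50% with the nuclear-stain viability signal not falling by more than 50%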;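 also: 0% = DMSO wells and 100% = triacsin C control wells; some results filed as inactive read as strong as hits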
# TAG inh DAPI viability: further read-out of TAG inh, marked with its call; DAPI nuclei signal change (viability), lower = more cytotoxic, %;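 whole-well DAPI fluorescence read on a plate reader as a viability signal; minus 50 percent equals half of cells still viable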
# Starred values were filed as active, the others as inactive.
# Order of results: TAG inh, TAG inh DAPI viability
Cc1cc(C)cc(NC(=O)N2c3ccccc3NC(=O)CC2C)c1 (configuration not stated)
 : 7, -4
Cc1ccc([C@H]2C[C@@H](O)[C@H](n3cc(C4CC4)nn3)CN2C(=O)C2CCCCC2)cc1
 : -4, 5
COc1ccc(S(=O)(=O)Nc2cccc3c2O[C@H](CN(C)S(=O)(=O)c2ccc(OC)cc2)[C@@H](C)CN([C@H](C)CO)C3=O)cc1
 : -11, -3
CCCCNC(=S)N1CCN(Cc2ccc3c(c2)OCO3)CC1
 : -15, 6
O=C1CCN(S(=O)(=O)c2ccc(Cl)cc2)N1
 : -12, 1
Cc1ccc(OCc2n[nH]c(=S)n2Cc2ccccc2)cc1
 : -9, 3
N#CC(C(=O)Nc1cccc(Cl)c1)=C1Nc2ccccc2N1
 : -8, 6
Cc1cccc(NC(=O)C2CC2c2ccccc2)c1C (configuration not stated)
 : -11, 3
N#CCc1cc2ccc3cccc4ccc(c1)c2c34
 : -4, 17
O=C(CCn1c(=O)oc2ccccc21)Nc1nccs1
 : 12, -7
Cc1ccc(C(=O)Oc2cccc(NC(=O)c3cccs3)c2)cc1S(=O)(=O)N1CCOCC1
 : 12, -7
O=C(COC(=O)c1ccc([N+](=O)[O-])cc1)Nc1ccc(Cl)cn1
 : 15, -10
CC(C)CC1C2C(=O)N(c3ccccc3)C(=O)C2ON1c1ccccc1 (configuration not stated)
 : -12, 9
O=C(O)Cc1ccc(NS(=O)(=O)c2c(Cl)cccc2Cl)cc1
 : -5, 2
Cc1nc2cc(NC(=O)COc3ccc(C#N)cc3)ccc2n1-c1ccccc1
 : 0, 9

# Additional records follow.
# Order of results: TAG inh, TAG inh DAPI viability
O=C1OC(CC(=O)N(Cc2nnc(-c3ccccc3Cl)o2)C2CC2)c2ccccc21 (configuration not stated)
 : -3, 0
Cc1ccc(C(=O)Nc2ccccc2C(=O)NCc2ccco2)cc1S(=O)(=O)N1CCCCC1
 : 14, -1
CN(C(=O)COC(=O)C1CCN(S(=O)(=O)c2ccc3c(c2)OCCO3)CC1)c1ccccc1
 : -7, 5
COc1cc(/C=C/C(=O)c2ccc(F)cc2)cc(OC)c1OC
 : 7, -3
O=C(CSc1n[nH]c(-c2ccco2)n1)Nc1ccc(Br)cc1
 : -2, 9
Cc1noc2ncnc(N3CCN(c4cccc(Cl)c4)CC3)c12
 : -15, -4
O=C(O)[C@H](Cc1ccccc1)NC(=O)N1CCN(c2ccc(F)cc2)CC1
 : 3, -1
COc1cccc(C(C)(O)c2nc(-c3ccoc3)cs2)c1 (configuration not stated)
 : -14, 13
CCOC(=O)c1c(SC)[nH]c2c(Cl)cccc2c1=O
 : -3, 7
CC(C)N1C(=O)C2C(C(=O)NCc3ccccc3)C3C=CC2(O3)C1C(=O)NC(C)(C)C (configuration not stated)
 : -13, 27
CC(=O)Nc1ccc(S(=O)(=O)N2CCCC(C(=O)N3CCN(c4ccccc4)CC3)C2)cc1 (configuration not stated)
 : -10, 0
COc1ccc(CN(C)C(=O)Cc2ccc(OC)c(S(=O)(=O)N3CCOCC3)c2)cc1OC
 : 14, -6
COc1ccc(Cn2nnnc2C(c2ccccc2)N2CCN(C3CCCC3)CC2)cc1 (configuration not stated)
 : 15, -4
FC(F)(F)c1ccccc1NC(=S)N/N=C1\CC2CC=CC12 (configuration not stated)
 : -2, 2
Cc1cn(CC(=O)N(C)Cc2ccco2)c(=O)[nH]c1=O
 : 1, -3

# Going on with the list:
# Order of results: TAG inh, TAG inh DAPI viability
CC(C)C(NS(=O)(=O)c1cccc(C(F)(F)F)c1)C(=O)O (configuration not stated)
 : 11, -9
C/C(Cl)=C/Cn1c(NCCCn2ccnc2)nc2c1c(=O)[nH]c(=O)n2C
 : -11, 10
COC(=O)c1sc(C(F)(F)F)c(-c2ccccc2)c1S(=O)(=O)N1CCOCC1
 : -1, 0
Cc1nnc2sc(-c3ccc(NC(=O)CSc4ccc(Cl)cc4)cc3)nn12
 : 26, -5
Cc1cccc2c1-c1sc(C(=O)Nc3ccccc3N3CCN(C)CC3)cc1CO2
 : 42, 73
CCOCCCN(C(=O)Cn1nnc2ccccc21)C(C(=O)NCc1ccco1)c1ccncc1 (configuration not stated)
 : 12, -12
Cn1c(=O)c2c(Nc3ccc(F)cc3)cc(=O)n(-c3ccccc3)c2n(C)c1=O
 : 0, 2
COc1ccc(S(=O)(=O)NC(C)(C)C)cc1-c1nnc2c3ccccc3c(C)nn12
 : -20, -5
COc1ccc(C2CC(c3cccs3)=NN2C(=O)CSc2nc(=O)n3cc(C)ccc3n2)cc1 (configuration not stated)
 : 3, 0
COC(=O)c1ccccc1NC(=O)c1cc(C2CC2)on1
 : -14, 9
C=CCN(c1ccc(C(=O)Nc2cccc([N+](=O)[O-])c2)cc1)S(C)(=O)=O
 : 9, 18
N#Cc1ccc(C(=O)N2CCCC(c3cc(C(=O)NCc4cccnc4)no3)C2)cc1 (configuration not stated)
 : -27, -2
CN(Cc1cccs1)C(=O)Cc1csc(-c2ccccc2)n1
 : 11, 0
COc1ccc(CNC(=O)c2ccc(NC(=O)C3CCCO3)cc2)cc1 (configuration not stated)
 : -12, 15
COC1CCN(Cc2c(C(=O)N3CCc4ccccc4C3)nc3ccc(Cl)cn23)CC1
 : -11, 2

# Part of the list above, set out differently:
mol	TAG inh	TAG inh DAPI viability
COc1cccc(C(C)(O)c2nc(-c3ccoc3)cs2)c1 (configuration not stated)	-14	13
CCOC(=O)c1c(SC)[nH]c2c(Cl)cccc2c1=O	-3	7
CC(C)N1C(=O)C2C(C(=O)NCc3ccccc3)C3C=CC2(O3)C1C(=O)NC(C)(C)C (configuration not stated)	-13	27
CC(=O)Nc1ccc(S(=O)(=O)N2CCCC(C(=O)N3CCN(c4ccccc4)CC3)C2)cc1 (configuration not stated)	-10	0
COc1ccc(CN(C)C(=O)Cc2ccc(OC)c(S(=O)(=O)N3CCOCC3)c2)cc1OC	14	-6
COc1ccc(Cn2nnnc2C(c2ccccc2)N2CCN(C3CCCC3)CC2)cc1 (configuration not stated)	15	-4
FC(F)(F)c1ccccc1NC(=S)N/N=C1\CC2CC=CC12 (configuration not stated)	-2	2
Cc1cn(CC(=O)N(C)Cc2ccco2)c(=O)[nH]c1=O	1	-3
CC(C)C(NS(=O)(=O)c1cccc(C(F)(F)F)c1)C(=O)O (configuration not stated)	11	-9
C/C(Cl)=C/Cn1c(NCCCn2ccnc2)nc2c1c(=O)[nH]c(=O)n2C	-11	10
COC(=O)c1sc(C(F)(F)F)c(-c2ccccc2)c1S(=O)(=O)N1CCOCC1	-1	0
Cc1nnc2sc(-c3ccc(NC(=O)CSc4ccc(Cl)cc4)cc3)nn12	26	-5
Cc1cccc2c1-c1sc(C(=O)Nc3ccccc3N3CCN(C)CC3)cc1CO2	42	73
CCOCCCN(C(=O)Cn1nnc2ccccc21)C(C(=O)NCc1ccco1)c1ccncc1 (configuration not stated)	12	-12
Cn1c(=O)c2c(Nc3ccc(F)cc3)cc(=O)n(-c3ccccc3)c2n(C)c1=O	0	2
COc1ccc(S(=O)(=O)NC(C)(C)C)cc1-c1nnc2c3ccccc3c(C)nn12	-20	-5
COc1ccc(C2CC(c3cccs3)=NN2C(=O)CSc2nc(=O)n3cc(C)ccc3n2)cc1 (configuration not stated)	3	0
COC(=O)c1ccccc1NC(=O)c1cc(C2CC2)on1	-14	9
C=CCN(c1ccc(C(=O)Nc2cccc([N+](=O)[O-])c2)cc1)S(C)(=O)=O	9	18
N#Cc1ccc(C(=O)N2CCCC(c3cc(C(=O)NCc4cccnc4)no3)C2)cc1 (configuration not stated)	-27	-2

# (listing goes on)
# Order of results: TAG inh, TAG inh DAPI viability
CN1CCN(c2ccc(CNC(=O)c3ccc(-c4ccc(F)c(F)c4)c4ccoc34)cc2)CC1
 : -16, 2
CCOC(=O)CC1=NC(=O)CS1
 : 5, 7
O=C(CSc1ccc([N+](=O)[O-])cc1)c1ccccc1
 : -3, 5
Cc1ccc(CN2CCN(Cc3ccc(OC(C)C)cc3)CC2CCO)o1 (configuration not stated)
 : -15, 10
CC(C)Cn1c(N)c(C(=O)CSc2ncn[nH]2)c(=O)n(C)c1=O
 : -6, 6
CCOc1ncccc1C(=O)OCC(=O)Nc1ccc(S(=O)(=O)N2CCCC2)cc1
 : -13, 2
O=c1cc(O)nc(-c2ccccc2)s1
 : 1, 7
O=C(COC(=O)c1ncc(Cl)c(Cl)c1Cl)NNC(=O)c1ccccc1
 : -14, -3
COCCn1c(=O)[nH]c(=O)c2c1nc(-c1ccc(-c3ccc(Cl)cc3[N+](=O)[O-])o1)n2Cc1ccccc1
 : 32, 8
COc1ccc(-c2csc(NC(=S)NC(=O)c3ccc(S(=O)(=O)N(C)C)cc3)n2)cc1OC
 : -1, 9
CC1CCN(c2cc(N3CCOCC3)c([N+](=O)[O-])cc2F)CC1
 : -5, 6
NS(=O)(=O)c1ccc(CNC(=O)c2sccc2-c2ccccc2)cc1
 : 5, -3
C=CCN(CC(=O)NCC1CCCO1)C(=O)CCC(=O)Nc1cc(C)on1 (configuration not stated)
 : -9, 3
O=C(Oc1ccc(OC(=O)c2ccncc2)cc1)c1ccncc1
 : 9, -2
Cc1cc(C)c(NC(=O)CN(C)C(=O)CCN2C(=O)C3CCCCC3C2=O)c(C)c1 (configuration not stated)
 : -5, -4

# Going on with the list:
# Order of results: TAG inh, TAG inh DAPI viability
CC1(c2ccc3noc(-c4ccccc4)c3c2)OCCO1
 : 5, 6
CO/N=C(/CNC(=O)c1ccc(Cl)cc1Cl)c1ccc(Cl)cc1
 : -18, 4
COc1cc(C2NC(=O)NC(c3ccccc3)=C2C(C)=O)c(Br)cc1OCC(N)=O (configuration not stated)
 : -11, 1
CCOC(=O)C(Cc1ccccc1)c1ccnc2nc(N)nn12 (configuration not stated)
 : -6, 4
CC(OC(=O)c1cccnc1Cl)C(=O)NCc1ccccc1 (configuration not stated)
 : -2, 7
CSc1nsc2nc(=O)c(/C=C3\C=Nc4ccccc43)c(N)n12
 : -7, 5
CC(=O)Nc1sc(N)nc1-c1ccccc1
 : -5, 3
Cc1ccc(NC(=O)CC2NCCNC2=O)cc1 (configuration not stated)
 : 10, -2
O=C1CC(c2ccccc2)c2ccccc21 (configuration not stated)
 : 5, -2
N#Cc1c(/N=C/c2ccc(-c3ccc(C(=O)O)c(Cl)c3)o2)sc2c1CCCC2
 : -2, -6
CNC(=O)COC(=O)c1ccc(Cl)c(S(=O)(=O)N2CCCC2)c1
 : -12, -1
Cc1c(NC(=O)c2c(F)c(F)c(F)c(F)c2F)c(=O)n(-c2ccccc2)n1C
 : 13, 2
COC(C(=O)Nc1ccnn1C1CCN(Cc2cnn(C)c2)CC1)c1ccccc1 (configuration not stated)
 : 3, 4
CN(CCc1ccccn1)C(=O)CC1C(=O)NCCN1Cc1ccc(-c2ccccc2)cc1 (configuration not stated)
 : -23, -2
CC(NC(=O)c1ccc(=O)oc1)c1ccccc1 (configuration not stated)
 : 10, -8

# Quoted at random: 4 entries already listed.
# Order of results: TAG inh, TAG inh DAPI viability
COC(C(=O)Nc1ccnn1C1CCN(Cc2cnn(C)c2)CC1)c1ccccc1 (configuration not stated)
 : 3, 4
N#Cc1c(/N=C/c2ccc(-c3ccc(C(=O)O)c(Cl)c3)o2)sc2c1CCCC2
 : -2, -6
CC1(c2ccc3noc(-c4ccccc4)c3c2)OCCO1
 : 5, 6
CC(=O)Nc1sc(N)nc1-c1ccccc1
 : -5, 3

# The listing continues.
# Order of results: TAG inh, TAG inh DAPI viability
COc1ccc(C)cc1NC(=O)C(OC(=O)Cn1cnc2c1c(=O)n(C)c(=O)n2C)c1ccccc1 (configuration not stated)
 : -23, 12
CC(C)CC(N=Cc1c(O)c2ccccc2oc1=O)C(=O)O (configuration not stated)
 : 8, -11
Oc1ccc(C=NNc2nc3ccccc3s2)c(O)c1
 : 11, -7
Cc1ncc(C[n+]2ccc(C)c(C)c2)c(N)n1
 : -14, -8
N#Cc1nc(-c2ccc(Cl)cc2)oc1NCc1ccco1
 : 8, 23
COc1cccc(C(=O)Nc2c(C)nn(-c3ccccc3)c2C)c1
 : 20, -10
O=C(NCC(O)c1ccccc1)c1ccc(Cl)c(S(=O)(=O)N2CCCC2)c1 (configuration not stated)
 : -2, -14
COc1cc(CN2C[C@@H](CO)O[C@@H](n3cnc4c(NC(C)C)ncnc43)C2)cc(OC)c1OC
 : 8, -6
Cc1cccc(OS(=O)(=O)NC(=O)OCC2CCCN3CCCCC23)c1 (configuration not stated)
 : -8, 8
CC1=C(C(=O)OC(C)C)C(c2cccnc2)n2ncnc2N1 (configuration not stated)
 : 4, -3
COc1ccccc1Cn1c(=S)[nH]c2cc(C(=O)NCc3cccnc3)ccc2c1=O
 : -12, 6
CC(C)c1ccccc1NC(=O)COC(=O)c1cc([N+](=O)[O-])ccc1N1CCOCC1
 : -1, 2
CN(C(=O)c1cccc(NC(=O)Cc2ccc(NC(=O)C3CCCN(C(=O)c4ccccc4)C3)cc2)c1)C1CCC1 (configuration not stated)
 : -2, 14
Cc1ccccc1CSCC(=O)N/N=C/c1cccs1
 : -8, 3
O=C(c1ccccc1-c1ccccc1)N1CCOCC1
 : -12, -1
CCOc1ccc(NC(=O)CN(C)C(=O)c2cccnc2Sc2ccc(C)cc2C)cc1OCC
 : -3, 1
C/C=C/c1ccc(OCCOc2cc(C=O)ccc2OC)c(OC)c1
 : -7, -3
CCc1cccc(NC(=O)COC(=O)c2c(C)nn(-c3ccccc3)c2C)c1
 : 13, 3

# High-throughput results (PubChem BioAssay)

# Some of the compounds tested; rates above refer to the full screens.
